RGS4 inhibitor – Inhibitors of Regulator of G Protein Signaling (RGS) 4: qHTS. Potency, µM (series often up to 114 µM), for inactives: at the top dose activity change, negative = inhibition, most hits filed as inhibitors. Transcreener GDP fluorescence polarization, RGS4-accelerated GTP hydrolysis. Regulator of G-protein signaling 4 (Homo sapiens), P49798. 390,000 tested, 0.039% active; further: on the % scale 0 is the no-effect control and ±100 the full control effect; nearly all actives have a fitted effect of over 75% in size; some results filed as inactive show a strong effect at the top dose
Target sequence (P49798 whole entry, looked up): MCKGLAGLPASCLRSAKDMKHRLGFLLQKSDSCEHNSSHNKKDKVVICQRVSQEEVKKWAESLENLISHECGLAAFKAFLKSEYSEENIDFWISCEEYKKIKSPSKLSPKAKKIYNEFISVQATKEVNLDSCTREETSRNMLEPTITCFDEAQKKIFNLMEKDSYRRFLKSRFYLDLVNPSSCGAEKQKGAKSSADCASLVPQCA
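MLSMR compounds (23 nl, pin-transferred) preincubated 10 min at room temperature with a 500nM (2x) first reagent, then RGS4 at 900nM (2x) plus Transcreener GDP mix added; fluorescence polarization (620/688 nm) read before and after 90 min at 30 °C.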
RXFP1 ag – qHTS Assay for Agonists of the Relaxin Receptor RXFP1. Relaxin receptor 1 (Homo sapiens), Q9HBX9. HEK293T-RXFP1 cAMP TR-FRET, 30 min; response scale: percent of porcine relaxin response, buffer zero. Potency, µM (top dose mostly 57.5 µM), inactives show top-dose activation, actives largely listed as activators. 370,000 tested, 0.3% active; further: on the % scale 0 is the no-effect control and ±100 the full control effect; nearly all actives have a fitted effect of over 60% in size; many of its hits are not listed in these tables
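Agonist response is measured as cAMP accumulation in an RXFP1-transfected HEK293T line under PDE4 inhibition. Values are scaled between buffer-only and 29 nM porcine relaxin, and EC50s come from standard Hill equation fits.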
ALOX12 inh – Primary qHTS assay for inhibitors of human arachidonate 12S-lipoxygenase (ALOX12): Round 2; purified 12hLO, xylenol orange hydroperoxide absorbance; 580,000 tested, 1.1% active; Polyunsaturated fatty acid lipoxygenase ALOX12 (Homo sapiens), P18054; Potency, µM (highest dose often 108 µM), inactives show at the highest dose activity change, negative = inhibition, hits mostly inhibitors; AID 1671190, 2021; further: on the % scale 0 is the no-effect control and ±100 the full control effect
Target sequence (P18054 whole entry, looked up): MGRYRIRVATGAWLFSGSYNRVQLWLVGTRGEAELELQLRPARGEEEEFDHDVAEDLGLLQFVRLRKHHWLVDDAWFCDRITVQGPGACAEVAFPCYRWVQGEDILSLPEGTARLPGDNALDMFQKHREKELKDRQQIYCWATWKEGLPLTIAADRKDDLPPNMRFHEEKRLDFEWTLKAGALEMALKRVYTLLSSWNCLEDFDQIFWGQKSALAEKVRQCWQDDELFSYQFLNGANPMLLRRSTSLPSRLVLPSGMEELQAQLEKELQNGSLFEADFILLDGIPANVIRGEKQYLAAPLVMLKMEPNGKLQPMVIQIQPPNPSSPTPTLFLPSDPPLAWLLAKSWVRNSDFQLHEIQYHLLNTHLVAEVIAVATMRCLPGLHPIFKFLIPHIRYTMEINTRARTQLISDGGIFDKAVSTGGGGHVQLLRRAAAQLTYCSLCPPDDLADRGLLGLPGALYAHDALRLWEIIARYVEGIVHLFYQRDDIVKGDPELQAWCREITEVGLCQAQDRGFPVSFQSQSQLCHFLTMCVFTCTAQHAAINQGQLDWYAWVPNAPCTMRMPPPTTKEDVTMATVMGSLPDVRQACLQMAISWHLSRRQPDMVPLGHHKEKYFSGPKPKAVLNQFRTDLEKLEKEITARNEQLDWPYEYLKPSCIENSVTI
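Hydroperoxide product was detected by ferrous iron/xylenol orange as the 573 to 405 nm absorbance ratio. Arachidonic acid at 40 uM (final) was turned over for 30 min at room temperature by 150 nM human 12hLO, pH 7.0 Hepes buffer, after 15 min compound preincubation.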
Vif-APOBEC3G blk – qHTS for Inhibitors of Vif-A3G Interactions: qHTS. DNA dC->dU-editing enzyme APOBEC-3G (Homo sapiens), Q9HC16. HeLa A3G-eYFP + Vif (tagged APOBEC3G with the HIV-1 protein that degrades it), YFP fluorescence, overnight. Potency, µM (series often up to 46.1 µM), for the others: at the top dose activity, negative = active, hits mostly inhibitors. 410,000 tested, 0.076% active. AID 602310, 2012;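 further: on the % scale 0 is the no-effect control and ±100 the full control effect; nearly all actives have a fitted effect of over 60% in size; hits raise eYFP signal because A3G escapes Vif-driven loss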
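Read-out is eYFP fluorescence (Ex 488/Em 500-530) from Vif-expressing HeLa A3G-eYFP cells; more signal means A3G escaped Vif-mediated degradation. Cells plated overnight, compound pinned in, incubated overnight at 37 deg C.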
TrxR1 substrate – qHTS Assay for Substrates of Mammalian Selenoprotein Thioredoxin Reductase 1 (TrxR1): qHTS. Thioredoxin reductase 1, cytoplasmic (Rattus norvegicus), O89049. purified TrxR1 substrate turnover, NADPH consumption readout. 390,000 tested, 0.01% active. Potency, µM (highest dose often 114 µM), for inactives: at the top dose activity change, negative = substrate turnover. AID 588456, 2011; further: on the % scale 0 is the no-effect control and ±100 the full control effect; nearly all actives have a fitted effect of over 50% in size
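Rat TrxR1, dispensed at 90 nM, was prereduced with 400 uM NADPH (final) for 5 min at ~22 deg C, then incubated with compound 15 min before 400 uM selenite. A first-read NADPH fluorescence drop versus no-compound background flagged substrates.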
mIDH1 inhibitor – qHTS for Inhibitors of mutant isocitrate dehydrogenase 1 (IDH1): qHTS | Isocitrate dehydrogenase [NADP] cytoplasmic (Homo sapiens), O75874 | IDH1-R132H enzyme, NADPH consumption, diaphorase/resazurin fluorescence | Potency, µM (top dose mostly 76.6 µM), without a hit: at the highest dose activity change, negative = inhibition, hits mostly inhibitors | 390,000 tested, 0.093% active; further: on the % scale 0 is the no-effect control and ±100 the full control effect; nearly all actives have a fitted effect of over 65% in size
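IDH1-R132H (0.5 ug/mL dispensed) in pH 7.5 Tris buffer was preincubated 30 min with compound, then given a substrate mix of 0.016 mM NADPH and 2 mM alpha-KG for 80 min at room temperature; remaining NADPH was read by diaphorase/resazurin fluorescence.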
USP1-UAF1 inh – Inhibitors of USP1/UAF1: Primary Screen. Potency, µM (top dose mostly 57.1 µM), for inactives: at the highest dose activity change, negative = inhibition, usual class: inhibitors. recombinant USP1/UAF1, Ub-Rhodamine cleavage fluorescence. Ubiquitin carboxyl-terminal hydrolase 1 (Homo sapiens), O94782. 390,000 tested, 0.23% active; further: on the % scale 0 is the no-effect control and ±100 the full control effect; nearly all actives have a fitted effect of over 60% in size; inactives centre near -12
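1 nM enzyme complex + cpd, 15 min RT; start with Ub-Rho 150nM final; kinetic fluorescence ex 480/em 540, 6 reads q60 s. Buffer 50mM HEPES pH 7.8, 0.5mM EDTA, 0.1 mg/ml BSA, 1mM TCEP, 0.01% Tween-20.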
Vif-APOBEC3F blk – qHTS for Inhibitors of Vif-A3F Interactions: qHTS; Potency, µM (highest dose often 46.1 µM), for the others: top-dose activity, negative = active; 390,000 tested, 0.2% active; HeLa A3F-eYFP + Vif (tagged APOBEC3F with the HIV-1 protein that degrades it), YFP fluorescence increase; further: % of control where 0% means no effect; nearly all actives have a fitted effect of over 65% in size
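HeLa cells stably expressing Vif plus C-terminally eYFP-tagged A3F were seeded, incubated overnight at 37 deg C, dosed with compound, incubated overnight again at 37 deg C. Yellow fluorescence (Ex 488/Em 500-530) reported blocked Vif-mediated A3F-eYFP degradation.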
rTrxR1 inhibitor – qHTS Assay for Inhibitors of Mammalian Selenoprotein Thioredoxin Reductase 1 (TrxR1): qHTS; Potency, µM (highest dose often 114 µM), for inactives: at the top dose activity change, negative = inhibition, actives largely listed as inhibitors; 390,000 tested, 1% active; recombinant rTrxR1, NADPH fluorescence consumption, selenite substrate; further: on the % scale 0 is the no-effect control and ±100 the full control effect; nearly all actives have a fitted effect of over 65% in size
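Rat TrxR1 (90 nM in the dispensed reagent) was pre-reduced with 400 uM NADPH for 5 min at room temperature, then incubated with compound for 15 min. After 400 uM selenite was added, NADPH fluorescence (Ex 340/Em 450 nm) was followed for 8 min.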
The depositor's hits bear a star; ? = inconclusive; nt = no result given; & = joins results of further samples; [ ] = another dose, or the depositor's remark. The call rests on the fitted dose curve; in most records, active means well fitted curve in the direction sought with a large enough effect; inconclusive means small, poorly fitted or top-dose-only effect, or another doubt; inactive means no such curve, though single readings can be large; an effect the other way counts as inactive or inconclusive. Potency means the concentration at half of the fitted maximal effect.

SMILES	RGS4 inhibitor	RXFP1 ag	ALOX12 inh	Vif-APOBEC3G blk	TrxR1 substrate	mIDH1 inhibitor	USP1-UAF1 inh	Vif-APOBEC3F blk	rTrxR1 inhibitor
Nc1nnc(SCC(=O)Nc2ccc3nc(SCC(=O)Nc4ccccc4)sc3c2)s1	-27%	-1.1%	-8%	-6%	-5%	3%	-4%	0%	-10%
OCCC1CN(Cc2cnc(N3CCCC3)s2)CCN1Cc1ccccc1 (configuration not stated)	-2%	0.7%	?	0%	-1%	5%	-14%	-2%	2%
CCC1Nc2ncnc(N3CCCCC3)c2N(Cc2ccccc2)C1=O (configuration not stated)	-17%	2.4%	1%	-5%	-2%	12%	-21%	-3%	-6%
Cc1nn(C)c(C)c1S(=O)(=O)N1CCCC(C(=O)NC2CCCCC2)C1 (configuration not stated)	-7%	0.1%	0%	1%	-1%	3%	-20%	-1%	-9%
Fc1ccc(N2CCN(Cc3cn[nH]c3-c3ccccc3)CC2)cc1	-7%	-2.5%	91%[activator]	-2%	9%[11.4 µM]	1%	-3%	-8%	11%[11.4 µM]
CS/C(=N\N(C)C(N)=O)c1ccccc1	6%	-0.7%	0%	5%	1%	3%	-23%	4%	17%
O=C(Nc1ccccn1)C1CCN(S(=O)(=O)c2ccc3c(c2)OCCCO3)CC1	2%	1.3%	-12%	-2%	9%	7%	1%	3%	20%
CC1=C(C(N)=O)C(c2cccs2)n2ncnc2N1 (configuration not stated)	13%	0.0%	-4%	-1%	21%	-3%	-15%	-20%	20%
CCOCCCN(C)C1CCN(C(=O)c2oc3ccccc3c2NC(=O)Cc2cccc([N+](=O)[O-])c2)CC1	28%[11.4 µM]	4.3%	5%	-1%	-7%	-1%	-6%	0%	-1%
CCNC(=S)Nc1ccc2c(c1)oc1ccccc12	5%	nt	0%	1%	0%	5%	-9%	-9%	0%
Cc1ccc(NC(=O)CN2CCC(NC(=O)c3ccccc3F)CC2)cc1C	-9%	-0.4%	2%	2%	-3%	0%	-12%	-3%	7%
CCN(CC(=O)NCc1cccs1)C(=O)CCOc1ccccc1	9%	nt	-7%	1%	-4%	4%	-20%	-10%	-9%

Rewritten with two lines to a compound: 4 of the compounds above
Second line of a record – RGS4 inhibitor | RXFP1 ag | ALOX12 inh | Vif-APOBEC3G blk | TrxR1 substrate | mIDH1 inhibitor | USP1-UAF1 inh | Vif-APOBEC3F blk | rTrxR1 inhibitor
- CC1=C(C(N)=O)C(c2cccs2)n2ncnc2N1 (configuration not stated)
  13% | 0.0% | -4% | -1% | 21% | -3% | -15% | -20% | 20%
- CCOCCCN(C)C1CCN(C(=O)c2oc3ccccc3c2NC(=O)Cc2cccc([N+](=O)[O-])c2)CC1
  28%[11.4 µM] | 4.3% | 5% | -1% | -7% | -1% | -6% | 0% | -1%
- CCNC(=S)Nc1ccc2c(c1)oc1ccccc12
  5% | nt | 0% | 1% | 0% | 5% | -9% | -9% | 0%
- Cc1ccc(NC(=O)CN2CCC(NC(=O)c3ccccc3F)CC2)cc1C
  -9% | -0.4% | 2% | 2% | -3% | 0% | -12% | -3% | 7%

Later entries.
SMILES	RGS4 inhibitor	RXFP1 ag	ALOX12 inh	Vif-APOBEC3G blk	TrxR1 substrate	mIDH1 inhibitor	USP1-UAF1 inh	Vif-APOBEC3F blk	rTrxR1 inhibitor
CCC(C)N(C(=O)CSc1nc(-c2ccccc2)cs1)C1CCS(=O)(=O)C1 (configuration not stated)	24%	1.3%	1%	0%	-7%	5%	4%	nt	-4%
Cn1c(=O)n(CCOc2ccccc2Cl)c2ccccc21	5%	-1.2%	22%	-9%	-7%	10%	-22%	-7%	10%[57.1 µM]
CCOC(=O)C1=C(C)N(C)C(=O)NC1c1ccccc1OC (configuration not stated)	-7%	1.2%	126%[activator]	0%	-5%	8%	-11%	-3%	-4%
COc1ccccc1NC(=O)NCc1cccn1Cc1ccccc1	-6%	-0.1%	-17%	-1%	-6%[57.1 µM]	5%	-27%	1%	7%[57.1 µM]
CCOc1ccc(NC(=O)C2CCCN(c3nn4c(=O)cc(C)nc4s3)C2)cc1 (configuration not stated)	12%	1.2%	9%	-1%	2%	1%	-12%	-7%	16%
CC[C@]12c3[nH]c4ccc(Cl)cc4c3CCN1C(=O)[C@@H](CC(=O)NCCCOC)C[C@@H]2C(=O)N1CCN(C(=O)c2ccco2)CC1	-20%	nt	-27%	-6%	-2%	-2%	-12%	5%	-8%
COc1ccccc1NC(=O)c1c(C)nn(-c2ccccc2)c1Cl	1%	0.9%	-1%	-2%	9%[2.29 µM]	2%	-8%	-8%	9%[2.29 µM]
CCS(=O)(=O)N1CC(=O)N(c2ccc(C)c(C)c2)C(C)(C(=O)NC2CCCCCC2)C1 (configuration not stated)	6%	-0.4%	?	4%	-3%	-8%	-9%	0%	10%
COc1ccccc1N(CC(=O)NC(C)(C)C)C(=O)Cn1nnc(-c2ccc(C)o2)n1	-15%	-0.4%	-28%	2%	2%	8%	-8%	-17%	-7%
COc1cc(OC)c2c(-c3cccc(-c4cccc(C)c4)c3)cc(=O)oc2c1	6%	nt	-5%	?	-8%	6%	-6%	-10%	-3%
Cc1sc(NC(=O)C2C3CCC(O3)C2C(=O)O)c(C(=O)OC(C)C)c1-c1ccc(Cl)cc1 (configuration not stated)	-28%[11.4 µM]	7.2%	?	2%	12%	-5%	-18%	6%	11%[57.1 µM]
COc1ccccc1CNCC(=O)NCc1ccc(C)cc1	21%	-0.6%	-12%	1%	5%	-2%	-13%	-3%	8%

Pulled by compound from the list above (2):
SMILES	RGS4 inhibitor	RXFP1 ag	ALOX12 inh	Vif-APOBEC3G blk	TrxR1 substrate	mIDH1 inhibitor	USP1-UAF1 inh	Vif-APOBEC3F blk	rTrxR1 inhibitor
COc1ccccc1NC(=O)c1c(C)nn(-c2ccccc2)c1Cl	1%	0.9%	-1%	-2%	9%[2.29 µM]	2%	-8%	-8%	9%[2.29 µM]
CCC(C)N(C(=O)CSc1nc(-c2ccccc2)cs1)C1CCS(=O)(=O)C1 (configuration not stated)	24%	1.3%	1%	0%	-7%	5%	4%	nt	-4%

More compounds follow.
SMILES	RGS4 inhibitor	RXFP1 ag	ALOX12 inh	Vif-APOBEC3G blk	TrxR1 substrate	mIDH1 inhibitor	USP1-UAF1 inh	Vif-APOBEC3F blk	rTrxR1 inhibitor
O=C(NCCCN1CCCC1=O)c1cc(-c2cccnc2)nc2ccc(Cl)cc12	-23%	5.6%	-3%&-4%	0%	2%	3%	-13%	4%	11%[57.1 µM]
CC(C)(CC(=O)O)CC(=O)Nc1ccccc1Oc1ccccc1	-4%	0.6%	0%	-12%	4%	0%	-16%	3%	12%
CC(C)c1ccccc1OCCCCCN1CCOCC1	21%	nt	?	1%	1%[57.1 µM]	0%	-2%	-4%	17%
Cc1ccc(Nc2nc(N)nc(-c3oc4ccccc4c3C)n2)cc1	-10%	2.4%	nt	?	29%	-5%	-18%	5%	29%
CSc1nsc2nc(=O)c(/C=C3\C=Nc4ccccc43)c(N)n12	1%[56.9 µM]	-3.2%	0%	-14%	1%	-4%	-16%	0%	23%
CCc1ccc(Sc2cc(C(=O)NC(C)CC)c3ccccc3n2)cc1 (configuration not stated)	19%	12%	0%	-8%	-6%[57.1 µM]	?	-35%	2%	9%[57.1 µM]
O=C(CN(Cc1ccco1)C(=O)CNS(=O)(=O)c1ccccc1)NCc1ccc(F)cc1	7%	1.3%	56%[activator]	-2%	9%[57.1 µM]	0%	3%	-21%	-5%
Cc1cc(Cl)cc(Cl)c1OCCOc1cccc2cccnc12	-51%	4.3%	157%[activator]	1%	9%[57.1 µM]	5%	-22%	-3%	13%[57.1 µM]
CCCCNc1nnc(Cc2ccc(Cl)cc2)c(=O)[nH]1	9%	0.2%	0%	-2%	-1%	11%	-16%	1%	8%
COc1ccc(NC(=O)CSc2nc(SC)ns2)c(OC)c1	-1%	-0.8%	-3%	4%	-5%	19%	?	3%	7%
CC(O)C(NS(=O)(=O)c1ccc(Cl)cc1)C(=O)OCC(=O)c1ccc2c(c1)NC(=O)CO2 (configuration not stated)	-27%	nt	-12%	1%	3%	-3%	-11%	-26%	-1%
CC1CCN(S(=O)(=O)c2ccc(C(=O)NNC(=O)C3CC3)cc2)CC1	6%	-1.1%	11%	-4%	-4%	14%	1%	-9%	-31%
O=C(Nc1ncc(Cc2cccc(C(F)(F)F)c2)s1)C1CCCO1 (configuration not stated)	10%[56.9 µM]	0.6%	0%	1%	-5%	-5%	-16%	1%	9%
CCCCc1ccc(NC(=O)Nc2cnccn2)cc1	-40%	5.5%	-5%	?	5%	7%	-14%	-10%	20%

Some of the compounds tested; rates above refer to the full screens.
